# Screening results (PubChem)
# OXTR potentiator – human OXTR potentiators, primary screen, fluorescence, CHO-OTR cells, Fluo-8 calcium | Oxytocin receptor (Homo sapiens), P30559 | Fluo-8 calcium fluorescence, potentiator mode; 0% = oxytocin EC15, 100% = EC100 | activation, % at 3 µM | 0.061% of 320,000 active | AID 2445, 2010;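 active = activation above that plate's cutoff, the mean activation of tested compounds plus 3 SD, cut at about 6.6% in these data, passing the limit was not always enough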;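 also: 100% uses oxytocin at 75 nM as the full agonist control; some results filed as inactive read as strong as hits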
#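 System: human OTR in CHO cells; Also added: sub-maximal oxytocin, roughly EC15; Timing: compound 6 min at room temperature before oxytocin, 100 s read; Technique: Fluo-8 intracellular calcium fluorescence, ex 470-495, em 515-575 nm; Controls: oxytocin EC15 low and EC100 high; Replication: singlicate.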
# CHO-K1 Ca ag – counter-screen for M1 agonists: effect in parental CHO-K1 cells; 0.48% of 360,000 active; activation, % at 3 µM; Fluo-8 calcium fluorescence; scaled to maximal ATP response, vehicle zero; in the data active = activation above about 15%;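 also: untransfected CHO-K1 host cells lacking M1 receptor as counterscreen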
# M1 antag – human M1 muscarinic receptor antagonists, primary screen, CHO-K1 cells, Fluo-8 calcium fluorescence, 1536-well; Muscarinic acetylcholine receptor M1 (Homo sapiens), P11229; CHO-K1 hM1, ACh EC80 antagonist; 1.3% of 360,000 active; inhibition, % at 3 µM;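 active = percent inhibition above its own plate's cutoff, namely the mean of that plate's compound wells plus 3 SD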;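 also: peak over basal fluorescence ratio during 140 s after agonist addition; 0% = ACh EC80 plus DMSO and 100% = DMSO alone without agonist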
# Target sequence (P11229 whole entry, looked up): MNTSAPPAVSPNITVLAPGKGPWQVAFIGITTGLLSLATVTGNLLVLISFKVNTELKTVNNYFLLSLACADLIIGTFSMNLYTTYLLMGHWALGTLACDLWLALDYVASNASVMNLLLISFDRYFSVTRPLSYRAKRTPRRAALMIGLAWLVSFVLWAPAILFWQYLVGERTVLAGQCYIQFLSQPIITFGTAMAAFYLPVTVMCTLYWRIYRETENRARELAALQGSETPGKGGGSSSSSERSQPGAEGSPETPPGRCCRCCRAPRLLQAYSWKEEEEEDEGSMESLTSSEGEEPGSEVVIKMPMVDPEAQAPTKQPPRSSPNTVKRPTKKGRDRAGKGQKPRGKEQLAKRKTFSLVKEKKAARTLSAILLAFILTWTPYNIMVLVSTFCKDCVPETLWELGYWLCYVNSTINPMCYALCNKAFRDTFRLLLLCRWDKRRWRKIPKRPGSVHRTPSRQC
# CHO-K1 Ca antag – nonselective inhibitor or artifact in parental CHO-K1 cells; ATP-induced calcium, Fluo-8 fluorescence; inhibition, % at 3 µM; 0.6% of 360,000 active;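 active = inhibition above a per-plate cutoff, the plate's mean sample inhibition plus 3 SD, cut at about 24% in these data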;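 also: 0% = DMSO plus EC80 ATP and 100% = DMSO alone without ATP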
# M1 PAM parental – nonselective calcium activators in parental CHO-K1 cells, primary screen, counter-screen for M1 PAM project, cell-based, Fluo-8 calcium fluorescence, full deck, 1536-well | ATP EC20; 0% at ATP EC20, 100% at ATP max | activation, % at 3 µM | 0.02% of 360,000 active | AID 602247, 2012;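 active = activation above the run cutoff, the mean activation of all test compounds plus 3 SD, cut at about 40% in these data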;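 also: peak over basal fluorescence ratio in a 140 s read after ATP addition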
# TAAR1 antagonist – human TAAR1 antagonists, primary screen, Fluo-8 calcium fluorescence, CHO RD-HGA16 cells; Trace amine-associated receptor 1 (Homo sapiens), Q96RJ0; antagonist; inhibition, % at 3 µM; 1.5% of 360,000 active;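 active = inhibition above a per-plate cutoff, the mean inhibition of test compounds on that plate plus 3 SD, cut at about 49% in these data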;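 also: 0% = DMSO plus EC80 beta-PEA response and 100% = DMSO alone without agonist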
# Target sequence (Q96RJ0 whole entry, looked up): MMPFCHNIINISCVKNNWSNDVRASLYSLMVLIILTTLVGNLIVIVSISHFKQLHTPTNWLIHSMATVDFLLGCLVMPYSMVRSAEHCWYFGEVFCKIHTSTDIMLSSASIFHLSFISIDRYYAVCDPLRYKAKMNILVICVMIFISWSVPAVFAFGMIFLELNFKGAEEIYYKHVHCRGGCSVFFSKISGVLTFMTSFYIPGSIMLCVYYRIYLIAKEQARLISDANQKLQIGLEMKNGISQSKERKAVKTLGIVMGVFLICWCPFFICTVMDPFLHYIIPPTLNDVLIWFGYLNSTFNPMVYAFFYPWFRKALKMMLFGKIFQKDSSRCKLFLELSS
#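 Test system: RD-HGA16 CHO cells with stable hTAAR1 and Gα16 / Probe or stimulus: EC80 β-phenethylamine stimulus / Times: seeding 17-24 h prior, 75-min 37 °C, 30-min RT dye loading / Detection: Fluo-8 calcium-sensitive fluorescence / Read-out basis: % inhibition scaled between DMSO and EC80 PEA controls / Repeats: singlicate, one well per test compound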
# CHRM1 agonist – human M1 muscarinic receptor agonists, primary screen, Fluo-8 calcium fluorescence, CHO-K1 cells, HTS. activation, % at 3 µM. CHO-K1 hM1, agonist mode; 0% DMSO, 100% acetylcholine EC100. Muscarinic acetylcholine receptor M1 (Homo sapiens), P11229. AID 588814, 2011. 0.33% of 360,000 active;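 active = activation above the run's mean compound activation plus 3 SD, cut at about 16% in these data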;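 also: peak over basal fluorescence ratio within a 140 s kinetic read after compound addition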
# TAAR1 agonist – human TAAR1 agonists, primary screen, Fluo-8 calcium fluorescence, CHO RD-HGA16 cells; Trace amine-associated receptor 1 (Homo sapiens), Q96RJ0; vehicle wells 0%, saturating PEA agonist 100%; activation, % at 3 µM; 0.99% of 360,000 active;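 active = activation above the mean activation of all test compounds in the run plus 3 SD, cut at about 38% in these data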
#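 test system = CHO RD-HGA16 cells carrying human TAAR1 plus Gα16 | schedule = 17-24 h seeding, 75 min 37 °C dye, 30 min RT | compound dosing = 3 µM single concentration | control set = DMSO and PEA EC100 | replicates = n 1 | signal = Fluo-8 fluorescence, 5 s baseline then 140 s kinetic read | measure = percent activation vs PEA EC100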
# CHO parental Ca – ATP-evoked calcium signal inhibitors, parental CHO, primary screen, counter-screen for OX1R antagonist project, cell-based, fluorescence, Fluo-8 calcium dye; parental CHO-K1, ATP-induced calcium, Fluo-8 fluorescence; inhibition, % at 5.6 µM; 0.63% of 330,000 active; AID 463079, 2010;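 active = inhibition above that plate's mean sample inhibition plus 3 SD, cut at about 26% in these data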;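 also: 0% = ATP-challenged DMSO wells and 100% = DMSO wells without ATP; some compounds past the cut are filed as inactive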
#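 Material – parental CHO cells · Reagent – ATP stimulus · Compound – single nominal dose of 5.6 µM per compound · Detection – Fluo-8 fluorescence · Read-out basis – percent inhibition of calcium signal · Controls – ATP-challenged DMSO wells low, unchallenged DMSO wells high · Repeats – no replicates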
# * marks the source's active call; other numbers are inactive results; x = no result given.
SMILES,OXTR potentiator,CHO-K1 Ca ag,M1 antag,CHO-K1 Ca antag,M1 PAM parental,TAAR1 antagonist,CHRM1 agonist,TAAR1 agonist,CHO parental Ca
Cc1ccccc1NC(=O)c1cccc(S(=O)(=O)N2CCCCC2)c1,-1,1.3,-8,-14,1,-8,-1,2,-20
COc1cc(C(=S)N2CCN(c3cccc(Cl)c3)CC2)ccc1O,-23,2.1,5,-10,6,-5,-2,3,-12
CC1(C)NC(=O)N(CC(O)COc2ccc(N3C(=O)c4ccccc4C3=O)cc2)C1=O (stereo not given),-17,5.5,12,2,19,44,0,12,-13
CC(OC(=O)c1ccc(NC(=O)CC#N)cc1)C(=O)NC(c1ccccc1)c1ccccc1 (stereo not given),-9,0.2,6,-10,2,-5,-4,0,-1
CCc1ccccc1NC(=O)CCC(=O)c1cccs1,-9,0.3,-11,-12,5,-16,-3,1,-12
O=C(OCC(=O)N1CCN(c2ccccc2)CC1)C1CCCN1S(=O)(=O)c1ccc(Cl)cc1 (stereo not given),x,10,-2,-2,17,22,-1,4,x
O=C1CCSC2=C1SCc1sccc12,x,0.1,x,7,4,-17,x,2,x
O=C(COC(=O)c1cc(Br)ccc1O)NNC(=O)c1cccs1,0,0.7,-13,-6,-2,4,-3,0,-4
C=CCn1c(C)cc(C2=NNC(=NC(C)(C)C)SC2)c1C,-4,-0.7,0,13,-5,8,-2,-1,1
Cc1oc2cc3oc(=O)c(CCC(=O)N4CCC(C(=O)O)(c5ccccc5)CC4)c(C)c3cc2c1C,x,0.3,-5,1,10,16,-3,1,x
Cc1ccc(CN(C)C(=O)COC(=O)CSc2ccc([N+](=O)[O-])cc2)cc1,-9,0.0,4,-7,1,-15,0,-1,-12
Fc1ccc(C2=Nn3c(Cc4ccccc4F)nnc3SC2)cc1,-1,0.7,-5,3,-1,2,0,-1,-16
CC(Sc1ccc(S(=O)(=O)N2CCN(C)CC2)cn1)C(=O)NC1CCCCC1 (stereo not given),4,0.2,-10,-13,8,4,-6,-2,-16
Cc1nc2cc(NCc3cccs3)ccc2n1C,-15,6.1,17,-2,-2,-16,-4,2,-10
C[C@H](NS(=O)(=O)c1ccc(Cl)cc1)C(=O)OCC(=O)Nc1cc(S(=O)(=O)N2CCOCC2)ccc1Cl,x,0.2,-11,-12,-4,-10,-1,4,x
Cc1ccc2c(CNCc3ccco3)cc(=O)oc2c1,-1,0.2,-9,-4,16,13,-7,-1,-8
COc1ccccc1Oc1ccc2c(c1)C(=O)N(c1cccc(O)c1)C2=O,-12,6.0,-2,-3,12,25,-1,8,-7
Cc1ccc(S(=O)(=O)n2nc(C)c(S(=O)(=O)N3CCCCC3)c2C)cc1,4,0.3,-2,-9,-3,8,-3,0,-7
CCCN1C2=NCCN2c2cc(C)c(C)cc21,-7,-0.1,5,2,-1,4,-4,9,-17
Cc1csc2c(NCCCN3CCOCC3)ncnc12,-1,1.3,-10,-11,8,-44,1,8,1
C=C(C)C1Cc2c(C)nn(-c3cccc4cccnc34)c2C1 (stereo not given),3,1.6,-4,-17,21,-3,-4,1,-19
Cc1ccc(S(=O)(=O)n2nc(OC(=O)C3CCCCC3)cc2N)cc1,3,1.7,-1,0,3,19,-4,33,-16
O=C(NCc1ccccc1)c1cc(C2CCCN(C(=O)c3cccs3)C2)on1 (stereo not given),x,1.0,-20,-5,14,-25,-6,0,x
Cc1ccc(OCC(=O)Nc2ccc(N3CCCC3)cc2)cc1C,-4,0.0,21,-7,6,-4,-9,-2,-9
Cc1cccc(OCC(=O)OC2CCN(C)CC2)c1,-16,1.0,10,-23,13,-4,-5,6,19
O=C(CCc1nc2sc3c(c2c(=O)[nH]1)CCCC3)N1CCN(c2ccccc2)CC1,-5,2.0,9,-2,12,-18,-2,3,-7
C[C@@H]1CC[C@@]2(OC1)O[C@H]1C[C@H]3[C@@H]4CC=C5C[C@@H](O)[C@H](O)C[C@]5(C)C4CC[C@]3(C)[C@H]1[C@@H]2C (stereo not given in full),0,-0.3,-23,-1,-3,-16,0,4,1
CCc1ccccc1NC(=O)c1ccc(S(=O)(=O)N2CCCC2)cc1,-2,0.1,-5,-14,13,-4,-5,0,-5
O=C(NCCCCc1ccccc1)C1CC(c2cccc(F)c2)=NO1 (stereo not given),-8,0.9,-2,-8,8,22,-3,4,-14
O=C1c2ccccc2C(=O)c2[nH]cnc21,x,0.2,-8,3,2,-3,-5,0,x
Cc1nn(-c2ccccc2)nc1C(=O)Nc1ccc2c(c1)OCCO2,0,-0.4,13,15,-23,6,-2,0,-10
Cc1c(N2C(=O)c3cccc4cccc(c34)C2=O)c(=O)n(-c2ccccc2)n1C,0,0.3,-13,10,-3,-29,-5,-1,-17
COc1ccc(/C(O)=C2/C(=O)C(=O)N(CCN(C)C)C2c2ccccn2)cc1OC (stereo not given),-5,1.0,1,-19,21,-10,-1,4,-4
Cn1cc(Br)c(-c2cccc(N3C(=O)CC(C)(C)CC3=O)c2)n1,-6,1.4,-12,-7,15,-22,-1,5,-8
O=C(O)CC/C(=N\NC(=O)CNC(=O)c1ccc(F)cc1)c1ccccc1,6,-0.1,-9,4,-17,-21,-1,4,0
COCCOC(=O)C1=C(C)NC2=C(C(=O)CC(C)(C)C2)C1c1ccc(N(C)C)cc1 (stereo not given),-7,0.7,-6,-17,16,-10,-3,12,-9

# Some of the entries so far, with each value named.
Cc1c(N2C(=O)c3cccc4cccc(c34)C2=O)c(=O)n(-c2ccccc2)n1C
- OXTR potentiator: 0
- CHO-K1 Ca ag: 0.3
- M1 antag: -13
- CHO-K1 Ca antag: 10
- M1 PAM parental: -3
- TAAR1 antagonist: -29
- CHRM1 agonist: -5
- TAAR1 agonist: -1
- CHO parental Ca: -17

COc1ccc(/C(O)=C2/C(=O)C(=O)N(CCN(C)C)C2c2ccccn2)cc1OC (stereo not given)
- OXTR potentiator: -5
- CHO-K1 Ca ag: 1.0
- M1 antag: 1
- CHO-K1 Ca antag: -19
- M1 PAM parental: 21
- TAAR1 antagonist: -10
- CHRM1 agonist: -1
- TAAR1 agonist: 4
- CHO parental Ca: -4

Cn1cc(Br)c(-c2cccc(N3C(=O)CC(C)(C)CC3=O)c2)n1
- OXTR potentiator: -6
- CHO-K1 Ca ag: 1.4
- M1 antag: -12
- CHO-K1 Ca antag: -7
- M1 PAM parental: 15
- TAAR1 antagonist: -22
- CHRM1 agonist: -1
- TAAR1 agonist: 5
- CHO parental Ca: -8

O=C(O)CC/C(=N\NC(=O)CNC(=O)c1ccc(F)cc1)c1ccccc1
- OXTR potentiator: 6
- CHO-K1 Ca ag: -0.1
- M1 antag: -9
- CHO-K1 Ca antag: 4
- M1 PAM parental: -17
- TAAR1 antagonist: -21
- CHRM1 agonist: -1
- TAAR1 agonist: 4
- CHO parental Ca: 0

# The main list resumes, starting 2 compounds before the break.
SMILES,OXTR potentiator,CHO-K1 Ca ag,M1 antag,CHO-K1 Ca antag,M1 PAM parental,TAAR1 antagonist,CHRM1 agonist,TAAR1 agonist,CHO parental Ca
O=C(O)CC/C(=N\NC(=O)CNC(=O)c1ccc(F)cc1)c1ccccc1,6,-0.1,-9,4,-17,-21,-1,4,0
COCCOC(=O)C1=C(C)NC2=C(C(=O)CC(C)(C)C2)C1c1ccc(N(C)C)cc1 (stereo not given),-7,0.7,-6,-17,16,-10,-3,12,-9
O=C(O)C1CC=CCC1C(=O)Nc1ccccc1C(=O)N1CCN(c2ccc(F)cc2)CC1 (stereo not given),-1,2.8,-2,-5,28,-2,-4,2,-13
Cc1ccc(OCC(=O)NC2CCCc3ccccc32)c(C)c1 (stereo not given),-6,0.3,4,11,-7,6,-4,-2,-18
CCOc1ccccc1N,-6,-0.1,-6,-4,-3,-4,-3,1,-10
Cc1ccc(S(=O)(=O)N2CCN(c3ncnc4scc(-c5ccccc5)c34)CC2)cc1,-3,-0.3,2,8,-15,-12,-4,3,-15
O=C1NCCn2nc3ccccc3c21,2,-0.2,19,9,-18,0,-2,9,0
Cn1c(SCC(=O)Nc2ccc(N3CCOCC3)cc2)nnc1C(F)(F)F,-4,-0.2,28,4,-7,-13,-3,4,-5
Cc1nc2nc(-c3cccnc3)[nH]n2c(=O)c1C,-7,-0.1,-12,6,-7,-12,-1,4,1
CCc1ccc(N2CC(C(=O)Nc3ccc4c(c3)OCCO4)CC2=O)cc1 (stereo not given),-6,-1.0,1,12,-11,-17,-8,4,-11
CCOC(=O)C1=C(COC(=O)/C=C/c2ccc(OC)c(OC)c2)NC(=O)NC1C (stereo not given),-4,5.4,-2,8,-9,22,10,11,-22
CCC(=O)c1ccc(OCC(=O)OCC(=O)N2CCN(c3ccc(OC)cc3)CC2)cc1,-13,2.4,-4,-2,15,2,0,1,5
Cc1sc(NC(=O)c2ccco2)c(CN2CCC(C)CC2)c1C,-14,-0.3,-10,-11,14,1,-5,11,-22
Cc1ccc(C2CC2C(=O)NNC(=S)Nc2cccc(Cl)c2)cc1 (stereo not given),-7,3.0,1,3,20,-20,-3,3,-16
c1ccc2c(c1)Nc1cc3ccccc3cc1O2,x,-0.1,-4,-3,-9,-10,-4,1,x
COc1ccc(Cc2noc(CN(C)C3CC(C)(C)NC(C)(C)C3)n2)cc1OC,-1,1.0,2,-19,-12,-19,-5,4,-3
CC(=O)c1ccc(NC(=O)C2CC(=O)Nc3nc4ccccc4n32)cc1 (stereo not given),-4,1.9,-5,-14,19,0,-2,-3,1
COc1cc(CC(=O)OCC(=O)NC2CCCCC2)cc(OC)c1OC,-6,1.0,7,-4,-1,-16,-4,1,-10
